# Screening results from PubChem BioAssay.
# mHTT CaM bind – inhibitors of human mutant huntingtin-calmodulin interaction; P42858; AlphaScreen His-mHTT/GST-CaM binding, luminescence; inhibition, % at 15 µM; hit rate 3.6% among 190,000; AID 1671202;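 note: 0% = both proteins with DMSO and 100% = one protein alone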
# Pf apPOL inh – Pf-apPOL DNA polymerase inhibition; Recombinant Pf-apPOL, molecular beacon fluorescence, 1.5 h; inhibition, % at 10 µM; hit rate 0.25% among 210,000; AID 1794808
# An asterisk follows results filed as active; i = inactive; · = not tested or not shown; & = joins results of further samples. Cut-off read from the data, not from the text of the source: active = inhibition above about 50%; inactive = the rest. This is a random part of the collection; about 3.7% have a hit in one of these screens.
1: COc1ccc(NC(=O)C2CCc3sc(C(=O)N(C)C)cc3C2)cc1OC (stereo not drawn)
2: COc1ccc(OC)c(-c2cc3ccc(O)c(CN4CCCC4)c3oc2=O)c1
3: O=C1OC(c2ccccc2)=N/C1=C\c1cn(-c2ccccc2)nc1-c1cccnc1
4: COc1ccc2c(c1)OCC/C2=N\OC(=O)c1ccc(C)cc1
5: NC(=O)C1CCCN(c2nnc3ccc(C(F)(F)F)cn23)C1 (stereo not drawn)
6: Cc1cccc(-n2cc(C3CCN(C(=O)c4ccc(C#N)cc4)CC3)cn2)c1
7: Cn1cnc([N+](=O)[O-])c1N1CCOCC1
8: O=C(c1ccco1)N1CCC(n2c(-c3cccs3)nc3cccnc32)C1 (stereo not drawn)
entry no. | 1 | 2 | 3 | 4 | 5 | 6 | 7 | 8
mHTT CaM bind | 0.9 | -6.4 | 4.0 | i | 1.9 | 17.9 | -7.8 | 5.5
Pf apPOL inh | -2.8 | 1.9 | -11.3 | 1.2 | -3.1 | -3.1 | -4.7 | 3.8

9: CCN(CC)c1ccc(/C=C(\C#N)c2nn(-c3ccccc3)c(N)c2C#N)cc1
10: COc1ccc(-c2cn(Cc3ccc4c(c3)C(=O)c3ccccc3C4=O)nn2)cc1
11: COc1cccc(C2C(C(N)=O)=C(C)Nc3ncnn32)c1OC (stereo not drawn)
12: CCc1ccc(NC(=O)NCCC2CCN(S(=O)(=O)c3ccc(F)cc3)CC2)cc1
13: O=C(NCc1ccccc1)C1CCN(c2nc3cccnc3s2)CC1
14: O=C(Nc1cc(Cl)ccc1O)c1noc2c1CCCC2
15: Clc1ccc(-c2nnc(-c3ccccc3)o2)cc1
16: CN(C)c1ccc(-c2noc(-c3ccc(Br)cc3)n2)cc1
entry no. | 9 | 10 | 11 | 12 | 13 | 14 | 15 | 16
mHTT CaM bind | 35.9 | 3.5 | -3.0 | 23.4 | -3.9 | 3.9 | -11.6 | 78.6*
Pf apPOL inh | -4.4 | 0.2 | -4.6 | -3.7 | 3.5 | -3.9 | 10.5 | -0.6

17: O=C(NCc1cccc(F)c1)C1CCCN(C(=O)Cc2cccc3ccccc23)C1 (stereo not drawn)
18: CCN(CC)C(=O)c1cc2c(s1)CCC(C(=O)NCc1ccncc1)C2 (stereo not drawn)
19: O=c1oc2ccc(Cl)cc2nc1C=C(O)c1ccccc1
20: CCc1ccc(NC(=O)C(C)NC(=O)c2cc3ccccc3o2)cc1 (stereo not drawn)
21: O=C1CC(c2cccs2)CC2=C1C(c1cccc([N+](=O)[O-])c1)Nc1ccccc1N2 (stereo not drawn)
22: NC(=O)CSc1nc2ccccc2c(=O)[nH]1
23: CCC(=O)N1CCc2sc(C(=O)NCc3cccnc3)cc2C1
24: COc1cc(NS(=O)(=O)c2ccc(N3C(=O)c4ccccc4C3=O)cc2)nc(OC)n1
entry no. | 17 | 18 | 19 | 20 | 21 | 22 | 23 | 24
mHTT CaM bind | -0.5 | -0.3 | 5.0 | -3.0 | 27.0&23.5 | -2.4 | -2.4 | -3.0
Pf apPOL inh | -0.3 | -2.3 | -7.8 | 8.1 | -2.1&-4.5 | -1.2 | -4.4 | 1.1

25: CC(C)c1ccc(/C=C2\Sc3ccccc3C2=O)cc1[N+](=O)[O-]
26: Oc1ccc(Nc2nc(NCc3ccco3)c3ccccc3n2)cc1
27: O=C(CSc1nc2ccc(Br)cc2[nH]1)NC1CCCCC1
28: O=C(NCc1cccc(Cl)c1)c1cc2n(n1)CCCN(Cc1ccccc1)C2=O
29: Cc1nn(-c2ccc(C(=O)NCc3ccc(Cl)cc3)cc2)c2c1C(=O)CCC2
30: COc1ccc(OC)c(C2=Nn3c(nnc3-c3ccccc3F)SC2)c1
31: O=C(NC1CCc2ccccc21)c1cc2c(s1)CN(C1CCCC1)C2 (stereo not drawn)
32: O=C(Cn1c(NCCCO)nc2ccccc21)c1cccc([N+](=O)[O-])c1
entry no. | 25 | 26 | 27 | 28 | 29 | 30 | 31 | 32
mHTT CaM bind | 40.0 | 53.4* | 6.0&3.6 | -6.7 | 20.1 | 6.3 | 18.5 | 7.3
Pf apPOL inh | -1.5 | -1.2 | -1.8&0.7 | 0.7 | 2.0 | · | 6.4 | -1.9

# Reformatted bar-delimited: 5 of the compounds above.
entry | Molecule | mHTT CaM bind | Pf apPOL inh
26 | Oc1ccc(Nc2nc(NCc3ccco3)c3ccccc3n2)cc1 | 53.4* | -1.2
31 | O=C(NC1CCc2ccccc21)c1cc2c(s1)CN(C1CCCC1)C2 (stereo not drawn) | 18.5 | 6.4
25 | CC(C)c1ccc(/C=C2\Sc3ccccc3C2=O)cc1[N+](=O)[O-] | 40.0 | -1.5
30 | COc1ccc(OC)c(C2=Nn3c(nnc3-c3ccccc3F)SC2)c1 | 6.3 | ·
28 | O=C(NCc1cccc(Cl)c1)c1cc2n(n1)CCCN(Cc1ccccc1)C2=O | -6.7 | 0.7

# Gathered by group, the entries above containing a thiophene ring, fused or not.
1: COc1ccc(NC(=O)C2CCc3sc(C(=O)N(C)C)cc3C2)cc1OC (stereo not drawn)
8: O=C(c1ccco1)N1CCC(n2c(-c3cccs3)nc3cccnc32)C1 (stereo not drawn)
18: CCN(CC)C(=O)c1cc2c(s1)CCC(C(=O)NCc1ccncc1)C2 (stereo not drawn)
21: O=C1CC(c2cccs2)CC2=C1C(c1cccc([N+](=O)[O-])c1)Nc1ccccc1N2 (stereo not drawn)
23: CCC(=O)N1CCc2sc(C(=O)NCc3cccnc3)cc2C1
31: O=C(NC1CCc2ccccc21)c1cc2c(s1)CN(C1CCCC1)C2 (stereo not drawn)
entry no. | 1 | 8 | 18 | 21 | 23 | 31
mHTT CaM bind | 0.9 | 5.5 | -0.3 | 27.0&23.5 | -2.4 | 18.5
Pf apPOL inh | -2.8 | 3.8 | -2.3 | -2.1&-4.5 | -4.4 | 6.4

# Following part
33: C=C1C=CS(=O)(=O)N(C(CC(C)C)C(=O)OC)C1 (stereo not drawn)
34: COc1cccc(/C=C2/SC(=N)NC2=O)c1OCc1ccccc1
35: CCOc1ccc(CCNC(=O)CCCN2C(=O)CCn3nc(C)cc32)cc1OCC
36: Cc1ccc(/C=C/C(=O)Nc2ccc3nc(N4CCN(c5ncccn5)CC4)cc(C)c3c2)o1
37: CC1CCN(S(=O)(=O)N2CCCC(C(=O)NCc3ccc(F)cc3)C2)CC1 (stereo not drawn)
38: Cc1cccc(C2=N/C(=C/c3ccc(N(C)C)cc3)C(=O)O2)c1
39: CCN1/C(=C2\N=C(c3ccccc3)OC2=O)C=Cc2ccccc21
40: Cc1cccc(-c2noc(C3CCCN3C(=O)Nc3ccccc3C)n2)c1 (stereo not drawn)
entry no. | 33 | 34 | 35 | 36 | 37 | 38 | 39 | 40
mHTT CaM bind | 17.8 | 5.0 | -3.0 | 38.0 | -11.0 | -11.0 | 39.0 | 2.2
Pf apPOL inh | -0.4 | 1.6 | -1.2 | -0.6 | -9.5 | -4.6 | 2.4 | -4.5

41: Cc1ccc(C2Cn3nnc(C(=O)N4CCC(C(=O)NCC(C)C)CC4)c3CO2)cc1 (stereo not drawn)
42: C[C@@]12CCC=C[C@H]1[C@H](c1ccc(/C=C/c3ccccc3)cc1F)N(Cc1ccccc1)C2=O
43: Cc1ccnc(NC(=O)Cn2c3ccccc3c(=O)c3ccccc32)c1
44: Cc1ccccc1-n1cnc(C(=O)N(C)C(C)C)n1
45: COc1ccc(/C=C/S(=O)(=O)NC2CCCC2)c(CNC(=O)OC(C)(C)C)c1
46: Cc1ccc2c(c1)/C(=C/c1ccc(Br)cc1)c1cccnc1-2
47: N#Cc1ccc(CNC(=S)Nc2ccc(Cl)c(Cl)c2)cc1
48: CC(C)CCn1c(-c2ccc(N)cc2)nc2ccccc21
entry no. | 41 | 42 | 43 | 44 | 45 | 46 | 47 | 48
mHTT CaM bind | 0.2 | 16.6 | 5.0 | -4.0 | 8.5 | 13.8 | · | 15.2
Pf apPOL inh | -8.3 | -1.4 | -5.8 | -1.7 | 1.8 | · | 61.1* | -6.6

49: CCS(=O)(=O)c1nc2ccccc2n1CC=Cc1ccccc1
50: CCCn1cc(C2=CCN(C(=O)Nc3cccc(Cl)c3F)CC2)c2cccnc21
51: COc1cc(O)c2c(=O)cc(-c3ccccc3)oc2c1
52: CC1=N/C(=C/c2ccc(OC(F)F)cc2)C(=O)O1
53: O=C(O)CCC(=O)N1N=C(c2ccccc2)CC1c1cc2cc3c(cc2nc1Cl)OCCO3 (stereo not drawn)
54: Cc1cc(C(=O)NCC2CCN(Cc3ccco3)CC2)no1
55: Cc1cc(C)cc(S(=O)(=O)NCCC2CCN(C(=O)c3ccc(F)cc3)CC2)c1
56: O=C(Nc1cccc(Cl)c1Cl)c1ccco1
entry no. | 49 | 50 | 51 | 52 | 53 | 54 | 55 | 56
mHTT CaM bind | 3.7 | 44.9 | 13.0 | -1.0 | -2.0 | -8.4 | 30.1 | -16.5
Pf apPOL inh | -14.3 | -3.2 | 4.1 | -1.0 | -1.5 | -8.1 | -5.7 | -8.4

57: CC1=C(C(N)=O)C(c2ccc(F)cc2)n2nc(SCc3ccccc3Cl)nc2N1 (stereo not drawn)
58: Cc1ccc(C(=O)N2CC3CC(NS(=O)(=O)c4cccnc4)C2C3)cc1F (stereo not drawn)
59: CCc1ccc(-c2nc(-c3ccc(-n4cccn4)nc3)no2)cc1
60: CSc1sc(Br)c2c1C(=NO)CC(C)(C)C2
61: CC(C)(C)NC(=O)N1CCCN(C2CCN(Cc3ccccc3)C2=O)CC1 (stereo not drawn)
62: O=C1OC(/C=C/c2cccc(Cl)c2Cl)=NC/1=C\c1ccc2c(c1)OCO2
63: COCCNC(=O)C1CCN(c2ncccc2-c2nc(-c3ccc(C)cc3)no2)CC1
entry no. | 57 | 58 | 59 | 60 | 61 | 62 | 63
mHTT CaM bind | 1.0 | -5.1 | -14.2 | · | -0.8 | 12.0 | -14.5
Pf apPOL inh | -2.4 | -2.5 | -3.8 | -4.7 | -5.2 | -0.9 | -0.6

# Some of these compounds in order of count of non-hydrogen atoms, highest first.
63: COCCNC(=O)C1CCN(c2ncccc2-c2nc(-c3ccc(C)cc3)no2)CC1
58: Cc1ccc(C(=O)N2CC3CC(NS(=O)(=O)c4cccnc4)C2C3)cc1F (stereo not drawn)
62: O=C1OC(/C=C/c2cccc(Cl)c2Cl)=NC/1=C\c1ccc2c(c1)OCO2
entry no. | 63 | 58 | 62
mHTT CaM bind | -14.5 | -5.1 | 12.0
Pf apPOL inh | -0.6 | -2.5 | -0.9
